High-throughput results: PubChem, Broad Institute
YAP1 CTGF inhibition: YAP1 pathway inhibitors via CTGF transcript, primary screen, DLD1 colon cancer cells, RT-qPCR, single point (AID 743449) | hit rate 0.9% among 9,900 | DLD1 CTGF mRNA qPCR, 24 h; stronger effect = higher value | inhibition, % at 12.5 µM;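 active = mean normalized replicate activity at least 50 and at least half of replicates each reaching 50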;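 note: 0% = neutral control wells and 100% = dasatinib control wells; higher means stronger suppression of CTGF expression like dasatinib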
Pax4 mRNA alpha TC1: Pax4 mRNA upregulation in alpha cells – RT-PCR, mouse alpha TC1 cells, single point, primary screen (AID 1053180). mouse alpha TC1 cells, Pax4 mRNA qPCR, 6 days; stronger effect = higher value; 100% = Pax4 plasmid added at qPCR. activation, % at 10 µM. hit rate 0.2% among 9,600;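 active = highest normalized replicate activity of 15 or more, or at least half the replicates reach 15 or more; inactive = neither condition met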;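 note: pax4 Ct normalized to GAPDH with activation seen as lower delta delta Ct; plate controls were plate neutral control wells for no effect and Pax4 plasmid positive control for full effect; each compound tested in two replicate wells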
Active calls of the source: *. This is a subset, so the mix of outcomes need not match the whole.

#1 CCCNC(=O)N1[C@@H]2c3ccc(-c4ccccc4OC)c(=O)n3C[C@H]1[C@H](CO)[C@H]2C(=O)OC
  YAP1 CTGF inhibition = -3.0	Pax4 mRNA alpha TC1 = 0.0
#2 COc1cccc(-c2ccc([C@@H]3[C@@H](CO)N4CCCCN(C(=O)Cc5ccncc5)C[C@H]34)cc2)c1
  YAP1 CTGF inhibition = 10.0	Pax4 mRNA alpha TC1 = 0.0
#3 COc1cccc(-c2ccc([C@H]3[C@H]4CN(C(=O)Cc5ccncc5)CCCCN4[C@H]3CO)cc2)c1
  YAP1 CTGF inhibition = 76.7*	Pax4 mRNA alpha TC1 = 0.0
#4 O=C(Cc1ccncc1)N1CCCCN2[C@@H](CO)[C@H](c3ccc(C#Cc4ccccc4F)cc3)[C@@H]2C1
  YAP1 CTGF inhibition = 22.3	Pax4 mRNA alpha TC1 = 0.0
#5 C/C=C/c1ccc([C@H]2[C@@H](CO)N3CCCCN(C(=O)Cc4cccnc4)C[C@@H]23)cc1
  YAP1 CTGF inhibition = -13.7	Pax4 mRNA alpha TC1 = 0.0
#6 COC(=O)[C@H]1[C@H](CO)[C@H]2Cn3c(cccc3=O)[C@H]2N1CC1CC1
  YAP1 CTGF inhibition = 22.5	Pax4 mRNA alpha TC1 = 0.0
#7 COC(=O)[C@H]1[C@H](CO)[C@H]2Cn3c(ccc(-c4cccc(F)c4)c3=O)[C@@H]1N2Cc1ccncc1
  YAP1 CTGF inhibition = -6.5	Pax4 mRNA alpha TC1 = 0.0
#8 C[C@@H]1CN([C@@H](C)CO)C(=O)CCCn2nncc2CO[C@@H]1CN(C)C(=O)Oc1cccc2ccccc12
  YAP1 CTGF inhibition = 24.0	Pax4 mRNA alpha TC1 = 0.0
#9 C[C@H]1CN([C@@H](C)CO)C(=O)CCCn2cc(nn2)CO[C@@H]1CN(C)C(=O)Oc1ccc2ccccc2c1
  YAP1 CTGF inhibition = 4.0	Pax4 mRNA alpha TC1 = 0.0
#10 CN1[C@@H]2CNc3ccccc3[C@@H]2[C@@H]1CO
  YAP1 CTGF inhibition = 15.3	Pax4 mRNA alpha TC1 = 0.0
#11 O=C(O)[C@@H]1[C@@H](CO)[C@@H]2Cn3c(ccc(-c4ccncc4)c3=O)[C@H]1N2S(=O)(=O)c1ccccc1F
  YAP1 CTGF inhibition = -6.4	Pax4 mRNA alpha TC1 = 0.0
#12 C[C@H](CO)N1C[C@H](C)[C@@H](CN(C)C(=O)Oc2ccc3ccccc3c2)OCc2cn(nn2)CCCC1=O
  YAP1 CTGF inhibition = -17.2	Pax4 mRNA alpha TC1 = 0.0
#13 CN(C)CC#Cc1ccc([C@@H]2[C@H]3CN(C(=O)Cc4ccccn4)CCCCN3[C@H]2CO)cc1
  YAP1 CTGF inhibition = -2.9	Pax4 mRNA alpha TC1 = 0.0
#14 CN(C)CC#Cc1ccc([C@@H]2[C@H](CO)N3CCCCN(C(=O)Cc4ccccn4)C[C@@H]23)cc1
  YAP1 CTGF inhibition = -31.0	Pax4 mRNA alpha TC1 = 0.0
#15 O=C(O)[C@H]1[C@H](CO)[C@H]2Cn3c(ccc(-c4ccncc4)c3=O)[C@@H]1N2S(=O)(=O)c1ccccc1F
  YAP1 CTGF inhibition = -4.7	Pax4 mRNA alpha TC1 = 0.0

Quoted at random: two compounds from above
#15 O=C(O)[C@H]1[C@H](CO)[C@H]2Cn3c(ccc(-c4ccncc4)c3=O)[C@@H]1N2S(=O)(=O)c1ccccc1F
  YAP1 CTGF inhibition = -4.7	Pax4 mRNA alpha TC1 = 0.0
#1 CCCNC(=O)N1[C@@H]2c3ccc(-c4ccccc4OC)c(=O)n3C[C@H]1[C@H](CO)[C@H]2C(=O)OC
  YAP1 CTGF inhibition = -3.0	Pax4 mRNA alpha TC1 = 0.0

Profiles as entered above.
COc1cccc(-c2ccc([C@@H]3[C@@H](CO)N4CCCCN(C(=O)Cc5ccncc5)C[C@H]34)cc2)c1 as listed: YAP1 CTGF inhibition: 10.0; Pax4 mRNA alpha TC1: 0.0
CN(C)CC#Cc1ccc([C@@H]2[C@H](CO)N3CCCCN(C(=O)Cc4ccccn4)C[C@@H]23)cc1 as listed: YAP1 CTGF inhibition: -31.0; Pax4 mRNA alpha TC1: 0.0
